Screening results (PubChem BioAssay)
HIF-2a block – inhibitors of HIF-2a | 786-0 RCC cells HIF-2a reporter, luciferase luminescence, overnight | inhibition, % at 18.8 µM | hit rate 0.72% among 360,000;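 active = inhibition of the luminescence signal of 40% or more relative to plate controls, in a single-dose primary screen at 18.75 µM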
Peg3 promoter – Peg3 promoter activity inhibition | AID 588405 | inhibition, % at 20 µM | hit rate 1.7% among 360,000 | HeLa PEG-Prom luciferase reporter, luminescence, overnight;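 active = inhibition of at least 50% at 20 µM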
NR2E3 ag-1 – agonists of human nuclear receptor NR2E3; Q9Y5X4; GST-NR2E3/biotin-RetCOR TR-FRET, 1536-well; inhibition of corepressor binding, % at 4.78 µM; hit rate 0.12% among 320,000; AID 2300;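 active = percent inhibition above the cutoff of mean plus 3 SD of all tested compounds, set per screening campaign, cut at about 20% in these data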;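 also: 0% = DMSO wells and 100% = biotin wells as full block of FRET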
Target sequence (Q9Y5X4 whole entry, looked up): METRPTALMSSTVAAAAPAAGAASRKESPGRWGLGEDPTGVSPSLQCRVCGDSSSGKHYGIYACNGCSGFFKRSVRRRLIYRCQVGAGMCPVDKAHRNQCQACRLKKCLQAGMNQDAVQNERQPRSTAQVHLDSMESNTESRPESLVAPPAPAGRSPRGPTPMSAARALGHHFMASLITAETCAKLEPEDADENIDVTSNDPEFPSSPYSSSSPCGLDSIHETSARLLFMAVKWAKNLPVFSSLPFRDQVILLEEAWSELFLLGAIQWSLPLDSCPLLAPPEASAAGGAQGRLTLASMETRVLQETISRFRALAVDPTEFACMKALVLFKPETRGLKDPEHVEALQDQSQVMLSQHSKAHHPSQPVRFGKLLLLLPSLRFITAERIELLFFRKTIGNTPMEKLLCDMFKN
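Material: NR2E3–RetCOR corepressor complex | Quantity: 1.35 nM GST-tagged NR2E3 final | Schedule: 5 h at 4 °C | Replication: Singlicate compound wells | Reagent: RetCOR corepressor, biotinylated, 7 nM | Controls: Biotin wells as high control, 0.6% DMSO wells as low control | Signal: TR-FRET, Eu(K)-anti-GST donor, streptavidin-D2 acceptor, ex 340, em 617/671 nm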
CF NFkB block – cystic fibrosis NF-kB activation inhibition | KKLEB NF-kB-GFP reporter, PAF-induced, GFP fluorescence overnight | inhibition, % at 5 µM | hit rate 0.86% among 360,000;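 active = at least 50% inhibition at 5 µM, scaled per plate between neutral and stimulator controls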;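 also: PAF is a Pseudomonas aeruginosa culture filtrate used as stimulus; plate controls were PAF-stimulated DMSO wells for no effect and unstimulated DMSO wells for full effect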
TROY NFkB inh – inhibitors of TROY-dependent NF-kB signaling | Q293 LMP1-TROYcd NF-kB luciferase reporter, 4 h | inhibition, % at 10 µM | hit rate 0.98% among 360,000 | AID 1347056;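 active = compounds whose plate-normalised and pattern-corrected inhibition of the luciferase reporter signal at the single screening dose is 50% or more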
KKLEB cytotox – reduces viability of KKLEB cystic fibrosis airway cells; KKLEB CF airway cells viability, ATPlite luminescence, overnight; hits give low values; cells stimulated with P. aeruginosa culture filtrate; AID 602141; hit rate 0.36% among 360,000; activity change (cytotoxicity), % at 5 µM;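 active = corrected activity change at or below -50% at 5 µM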
TWEAK-Fn14 inh – blocks TWEAK-Fn14 interaction in a reporter cell assay | TWEAK-stimulated Fn14 reporter cells, luciferase luminescence, 8 h | inhibition, % at 10 µM | hit rate 2% among 360,000; in the data active = inhibition above about 50%
C8 TRAIL sens – sensitizes caspase-8 expressing cells to TRAIL; inhibition (viability loss, TRAIL sensitization), % at 10 µM; hit rate 1% among 360,000; NB7+C8 cells + TRAIL, ATPlite viability luminescence; AID 624354;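 active = compounds causing at least 50% loss of cell viability in the single-dose screen, relative to plate controls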
MITF TRPM1 inh – MITF TRPM1 promoter inhibition in SK-MEL-5 cells; SK-MEL-5 TRPM1 promoter luciferase, 24 h; inhibition, % at 12.5 µM; hit rate 0.83% among 330,000;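 active = mean inhibition across replicates of 60% or more, whatever share of single replicates reaches that level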; also: values of inactives mirror those of a sister screen read the other way
Shn3 3UTR inh – inhibitors of Schnurri-3 3'UTR reporter in osteoblasts; Clone20 osteoblast Shn3 3'UTR firefly luciferase, 24 h; inhibition, % at 12.5 µM; hit rate 0.52% among 360,000;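 active = mean inhibition of at least 75% with every replicate also reaching 75%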;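 also: 0% = median of neutral control wells and 100% = pilot-screen positive control compound; some compounds past the cut are filed as inactive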
NR2E3 ag-2 – human photoreceptor-specific nuclear receptor agonism; Q9Y5X4; CHO-S Gal4-NCOR/VP16-NR2E3 two-hybrid, luciferase; inhibition of corepressor binding, % at 3.98 µM; hit rate 0.35% among 360,000; AID 602229;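 active = inhibition above the mean of all tested compounds plus 3 SD, cut at about 70% in these data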;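 also: 0% = DMSO with NR2E3 transfected cells and 100% = cells lacking NR2E3 construct; higher means lower luciferase signal from less NR2E3 corepressor binding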
An asterisk follows results filed as active; x = no result given. These rows are one share of the data, so the mix of outcomes need not match the whole.

SMILES	HIF-2a block	Peg3 promoter	NR2E3 ag-1	CF NFkB block	TROY NFkB inh	KKLEB cytotox	TWEAK-Fn14 inh	C8 TRAIL sens	MITF TRPM1 inh	Shn3 3UTR inh	NR2E3 ag-2
CCCC1CCC(c2ccc(OCC)cc2)=CC1=O (stereo unspecified)	-290	-322	x	-8	-54	1	0	14	-57	-75	-115
CCc1nc2scc(-c3cccs3)c2c(=O)o1	23	21	2	0	2	-10	-17	-7	16	-2	-12
O=[N+]([O-])c1cc2no[n+]([O-])c2cc1N1CCCCC1	9	99*	x	-77	-2	2	16	21	80*	-23	0
CC1(C)CC(=O)c2ccc(OCc3ccc([N+](=O)[O-])cc3)cc2O1	-308	-222	4	-21	-33	9	-21	-7	-50	-50	-46
CN(CC(=O)Nc1ccccc1C(=O)NC1CC1)Cc1ccccc1F	6	10	x	-10	-19	-6	-3	0	-5	-5	2
Cc1nn(-c2ccccc2)c(C)c1C(=O)OCC(=O)Nc1ccccc1C(F)(F)F	-186	-78	0	16	-58	-1	-19	9	-23	-34	-10
Cc1ccc(C(=O)NCC(=O)NC2CC2)cc1	-9	-5	x	14	-9	3	-7	-3	-3	-13	-35
Cc1ccc(S(=O)(=O)N2CCN(c3ccccc3)CC2)s1	9	0	x	7	5	-3	2	-4	9	15	-39
CCSc1nnc(NC(=O)CSC2=NN3CCCC(=O)N=C3S2)s1	3	2	-1	10	1	-7	0	-20	15	-4	-15
Cc1cn2c(=O)c(C(=O)NCc3ccc4c(c3)OCO4)cnc2s1	11	8	0	-25	-1	10	-2	13	1	-7	9
CC(=O)Nc1ccc2c(c1)nc(CCN1CCOCC1)n2C	8	7	3	-15	-20	2	4	-4	-4	3	1
O=C(CCSCCc1ccncc1)NCCCN1CCOCC1	-1	6	3	-3	-10	3	0	-9	-7	-8	6
O=C(NCc1ccncc1)c1nnc(Cc2c(F)cccc2Cl)o1	12	19	-4	-13	2	5	-3	14	-5	-4	-15
S=C(Nc1ccccc1Cl)N1CCCC1	-8	9	5	-3	-17	5	-10	-1	1	13	-16
COc1ccccc1OCCCCN1CCN(C(c2ccccc2)c2ccccc2)CC1	17	20	3	12	-11	-5	-10	12	-19	-16	-15
Cc1nc2ccc(S(=O)(=O)NC(C(=O)NCc3cccs3)C(C)C)cc2s1 (stereo unspecified)	4	-2	3	8	12	0	3	-7	-5	-8	-27
CCOC(=O)N1CCN(S(=O)(=O)/C=C/c2ccccc2)CC1	12	12	-2	2	-1	13	-24	15	-3	-4	2
Oc1c(Cl)cccc1C=Nc1cc(C(F)(F)F)ccc1N1CCCC1	12	10	-2	-9	-5	6	2	2	13	10	3
CC(=O)c1cccc(OCC(=O)N2CCCc3ccccc32)c1	-55	-37	1	2	-1	-1	0	2	-10	-5	13
CCc1nnc(NC(=O)C(=O)NCCOC(=O)c2ccccc2Cl)s1	12	12	1	3	1	-2	-3	-16	4	6	10
CCCCN(C)CCN1C(=O)C2C(C(=O)Nc3ccc(C)cc3)C3C=CC2(O3)C1C(=O)NC1CCCCC1 (stereo unspecified)	2	-12	2	-2	1	1	-17	6	5	-3	4
Cc1ccc(-c2nnc(SCC(=O)Nc3ccccc3F)o2)cc1	77*	89*	0	-11	78*	-22	86*	72*	76*	75	26
CC(OC(=O)CCNS(=O)(=O)c1cccs1)C(=O)Nc1ccc(S(N)(=O)=O)cc1 (stereo unspecified)	-6	-2	-2	11	-15	10	14	-16	6	-5	-16
Cc1cc(OCC(=O)NCc2ccncc2)c2c(C)c(C)c(=O)oc2c1	7	11	1	-34	-13	0	-7	2	6	3	-12
CN(c1ccccc1)S(=O)(=O)c1ccc(Cl)nc1	6	-1	-1	-12	-24	6	22	-4	-1	17	-14
C/C(=N\NC(=O)c1nnn(-c2nonc2N)c1-c1ccccc1)c1cccnc1	4	25	x	-33	11	22	0	-8	-5	2	-26
Cc1ccccc1Oc1ccc2c(c1)[C@@H]1C[C@H](N(C)C(=O)c3ccco3)[C@H]([C@H](C)O)C(=O)N1CC2	-17	-10	x	-25	-5	2	-1	-6	x	-3	-2
Cc1c(NC(=O)Cc2noc3ccccc23)cccc1[N+](=O)[O-]	12	8	-1	-11	-12	-15	9	5	-3	-15	-3
O=c1[nH]nc(Cc2ccc(-c3ccc(Cl)cc3)o2)c2ccccc12	3	17	2	-6	4	-4	6	-4	5	54	5
OC(CNCc1ccccc1Cl)COc1ccc(F)cc1 (stereo unspecified)	10	-1	0	2	8	-1	1	2	-8	9	6
CC(C)c1[nH]nc2c1C(C1C=CCCC1)C(C#N)=C(N)O2 (stereo unspecified)	32	20	4	-4	-7	-5	0	14	14	9	1
CCOC(=O)N1CCN(c2c(N3CCN(c4cccc(C)c4C)CC3)c(=O)c2=O)CC1	12	4	x	19	9	-20	-25	2	x	14	-2
CCN(CC)c1ccc(/C=N/Nc2ccccc2)c(O)c1	-54	-62	0	-12	29	9	41	5	1	-3	7
COCCn1cc(C(=O)NCCN(C)C)c2c3ccccc3n(C)c2c1=O	4	-2	-2	-1	-3	4	13	7	-11	10	23
CCOc1ccc(S(=O)(=O)N(C)c2ccc(OCC(=O)NCC3CCCCC3)cc2)cc1	20	27	x	7	-6	-16	-7	-1	7	27	15
CCN(CC)C(=O)C(=O)N/N=C/c1ccc(Br)cc1	-6	-14	2	10	-22	8	16	-9	2	7	-16
CC(=O)C1=C(O)C(=O)N(CCCCCC(=O)O)C1c1ccc(N(C)C)cc1 (stereo unspecified)	11	11	2	2	0	8	15	-5	-8	4	-24
Cc1nnc(NC(=O)CS(=O)(=O)Cc2ccccc2)s1	12	40	x	6	1	7	-2	-7	-3	4	-1
CCCCc1c(-c2cccc(OC)c2)ncn1CCc1ccccc1OC	-50	x	x	x	40	x	49	26	x	x	30
CN(CC(=O)Nc1cccc(F)c1)C(=O)/C=C/c1ccc(S(=O)(=O)N2CCCCCC2)cc1	11	20	x	7	6	4	1	18	2	32	12
O=C(NCC(=O)N1CCN(c2ccccc2O)CC1)c1ccc2c(c1)OCO2	1	2	-2	6	-12	3	2	-9	2	-20	-14
O=C(NC(O)C(=O)c1ccccc1)c1ccccn1 (stereo unspecified)	-1	2	3	27	-16	-15	-10	7	-9	-13	-14
Cc1ccc2c(c1)C1CN(C)CCC1N2S(=O)(=O)c1cc(C(F)(F)F)ccc1Cl (stereo unspecified)	-1	7	1	-13	-14	-16	1	-3	-15	-3	12
CN(CC(=O)Nc1cccc(F)c1)C(=O)CSc1nc2ccccc2s1	-66	-24	1	1	-4	-12	-5	5	9	-13	-12
Cc1ccc(NC(=O)c2cnccn2)c(Br)c1	-243	-238	-1	7	-43	-10	-28	0	-68	-25	-78
O=C(CN1CCN(S(=O)(=O)c2ccc(Cl)cc2)CC1)Nc1ccc2c(c1)OCCO2	10	0	-4	3	20	0	-8	7	-1	13	4
Cc1nn(C)cc1CNCc1c(C(=O)N2CCCCC2)nc2c(C)cccn12	13	-5	2	3	13	-3	5	-12	-2	-10	-7
CCC(=O)Nc1cccc(-c2ccc(N3CCC(C)CC3)nn2)c1	9	-124	4	8	22	-55*	60*	94*	-9	3	-125
O=C(c1cccs1)n1nc(-c2ccccc2)nc1NCc1ccco1	-67	-40	2	-21	-41	-18	12	8	-33	-1	-8
COc1ccc(OCC(=O)Nc2c(Cl)ccc3nsnc23)cc1	8	-3	x	-21	20	23	-8	5	6	5	-8

The list continues.
SMILES	HIF-2a block	Peg3 promoter	NR2E3 ag-1	CF NFkB block	TROY NFkB inh	KKLEB cytotox	TWEAK-Fn14 inh	C8 TRAIL sens	MITF TRPM1 inh	Shn3 3UTR inh	NR2E3 ag-2
O=C(C1=C[C@@H](c2ccc(C(F)(F)F)cc2)C[C@@H](OCCCCO)O1)N1CCOCC1	11	-1	-2	5	-18	-12	2	-5	-12	-2	9
O=C(CCC(=O)N1CCN(c2ccccc2F)CC1)c1ccc(F)cc1	-105	-40	0	8	-28	2	-10	-16	5	-11	-30
CCOP(=O)(Nc1cccc2oc(=O)c3ccccc3c12)OCC	-3	-6	x	-18	-16	19	4	-10	-12	-13	-9
COc1ccc(N2CCN(CCCn3cnc4c(SC)ncnc43)CC2)cc1	-4	-1	x	-12	-11	2	-11	-9	x	1	12
CCCCN1C[C@H](CSC)[C@@H](CC(=O)Nc2ccc(Br)cc2)C1=O	-12	-8	x	-26	4	-7	6	1	x	0	3
COCCN(Cc1cc2cc(C)ccc2n2nnnc12)C(=S)Nc1ccc(C)cc1	14	11	-1	17	-17	-7	3	8	1	63	4
COCCNC(=O)c1cc2c(c(-c3cccc(C#CC(C)(C)O)c3)n1)[C@@H](CCO)N(S(=O)C(C)(C)C)C2 (stereo partly specified)	4	1	x	-4	-5	-6	3	-11	x	13	11
CC(C)(C)C(=O)Nc1ccc(C(=O)Nc2cc(NC(=O)c3ccc(NC(=O)C(C)(C)C)cc3)cc(C(=O)O)c2)cc1	-55	-24	4	-15	31	-1	35	-19	-32	-10	-29
N#Cc1c(N)n(-c2ccc(O)cc2)c2nc3ccccc3nc12	4	24	4	2	9	-1	-3	-6	-10	9	-16
Cc1nc(NC(=O)CSc2nnc(C3CC3)n2N)c(Cl)cc1Cl	0	3	x	4	6	-4	7	3	-1	3	1

The final 2 compounds of the section above lead into the next.
SMILES	HIF-2a block	Peg3 promoter	NR2E3 ag-1	CF NFkB block	TROY NFkB inh	KKLEB cytotox	TWEAK-Fn14 inh	C8 TRAIL sens	MITF TRPM1 inh	Shn3 3UTR inh	NR2E3 ag-2
N#Cc1c(N)n(-c2ccc(O)cc2)c2nc3ccccc3nc12	4	24	4	2	9	-1	-3	-6	-10	9	-16
Cc1nc(NC(=O)CSc2nnc(C3CC3)n2N)c(Cl)cc1Cl	0	3	x	4	6	-4	7	3	-1	3	1
CCOC(=O)C1(C(C)(C)CC)CC(CSc2nc3ccccc3[nH]2)OC1=O (stereo unspecified)	19	9	-1	-15	41	-5	-2	12	-2	11	10
CC(C)(C)OC(=O)NCCc1onc(-c2ccc([N+](=O)[O-])cc2)c1C(=O)O	-5	-11	x	8	5	3	-11	-5	x	3	1
N#Cc1ccc(COc2ccc(CCO)cc2-n2nc3ccccc3n2)cc1	6	20	-2	10	-25	-7	-17	-17	8	-18	-9
CC[C@@H](NS(=O)(=O)c1ccc(C)cc1)C(=O)Oc1ccc2c3c(c(=O)oc2c1)CCC3	12	0	-1	-8	34	6	-12	16	0	11	-21
O=C(O)CCCNC(=O)c1ccccn1	23	17	0	5	-2	5	11	-3	-5	0	0
N#Cc1cc2c(nc1SCc1ccc(Cl)nc1)CCCCC2	-52	-6	2	38	32	-12	12	-11	-11	13	10
CCOC(=O)c1nc(Nc2ccc(OC)cc2)c2ccccc2n1	-92	-55	0	-4	-23	17	8	-6	-20	-1	-12
O=S(=O)(NC1CCCCC1NS(=O)(=O)c1ccc(F)cc1)c1ccc(F)cc1 (stereo unspecified)	19	17	0	0	-11	-5	5	0	8	20	23
CCOc1cc(CNn2cnnc2)cc(Br)c1OCC(=O)NC1CCCCC1	27	12	1	-16	-3	-6	-4	-11	0	-15	-1
